From PubChem
FLuc inh: firefly luciferase inhibition; 72,000 compounds, 2.2% hits; purified firefly luciferase, luminescence, 8 min; AID 411; Potency, µM (doses to about 57.1 µM), without a hit: at the top dose activity change, negative = inhibition, actives largely listed as inhibitors; also: potency is read from the fitted curve at half-maximal effect; % is scaled to controls: 0 for no effect and ±100 for the full control effect; nearly all actives have a fitted effect of over 40% in size
Target sequence (P08659 whole entry, looked up): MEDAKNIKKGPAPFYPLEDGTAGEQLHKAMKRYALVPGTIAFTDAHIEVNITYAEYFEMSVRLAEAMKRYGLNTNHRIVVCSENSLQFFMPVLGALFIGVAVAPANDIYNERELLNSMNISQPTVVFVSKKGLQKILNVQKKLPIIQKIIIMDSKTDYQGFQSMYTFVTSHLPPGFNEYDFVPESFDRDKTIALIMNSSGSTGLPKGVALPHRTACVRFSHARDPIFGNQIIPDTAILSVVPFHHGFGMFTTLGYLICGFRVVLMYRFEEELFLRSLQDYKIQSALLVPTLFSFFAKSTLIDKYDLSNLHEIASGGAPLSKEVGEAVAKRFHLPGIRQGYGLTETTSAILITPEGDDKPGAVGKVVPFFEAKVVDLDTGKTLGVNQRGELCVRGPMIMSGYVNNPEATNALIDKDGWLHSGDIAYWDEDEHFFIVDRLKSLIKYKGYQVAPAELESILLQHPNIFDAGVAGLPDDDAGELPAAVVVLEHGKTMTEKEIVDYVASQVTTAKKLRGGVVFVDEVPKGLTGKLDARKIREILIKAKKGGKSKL
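Titration-based qHTS; buffer 50 mM imidazole pH 7.2, 50 mM KCl, 7 mM MgCl2, 10 uM ATP, 0.01% Tween 20, 0.05% BSA; luciferase/luciferin detector mix added after compound; 8 min, ambient; luminescence.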
Epigenetic mod: epigenetic GFP locus derepression in mouse cells; mouse C127i GFP locus derepression, cytometry, 30 h; Potency, µM (series often up to 46.1 µM), inactives show top-dose GFP derepression (activation); 68,000 compounds, 0.09% hits; also: % of control where 0% means no effect
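Read-out is the number of GFP-positive cells, scored as fluorescent objects 20 to 120 um wide, reflecting derepression of a silenced CMV-GFP reporter in murine C127i cells after 30 h compound exposure at 37 C.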
ERK AVP inh: blocks ERK signaling stimulated by vasopressin; HEK293-V1b, vasopressin-stimulated pERK AlphaScreen; Potency, µM (titrated, usually from 57.5 µM), for the others: at the highest dose activity, negative = inhibition, usual class: inhibitors; 72,000 compounds, 0.99% hits; AID 995; also: potency is read from the fitted curve at half-maximal effect; % is scaled to controls: 0 for no effect and ±100 for the full control effect; nearly all actives have a fitted effect of over 55% in size
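V1b-HEK293 cells; cpd 30 min 37C; 25 nM vasopressin 5 min; lyse 10 min; AlphaScreen beads 5 hr RT. Normalized to DMSO basal and 25 nM vasopressin; AC50 by Hill fit.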
DNA Pol III inh: inhibitors of bacterial DNA polymerase III holoenzyme. AID 603. Potency, µM (doses to about 57.1 µM), without a hit: top-dose activity change, negative = inhibition. 71,000 compounds, 0.25% hits. reconstituted DNA polymerase III holoenzyme replication, biochemical; also: potency is read from the fitted curve at half-maximal effect; % is scaled to controls: 0 for no effect and ±100 for the full control effect
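Reconstituted *E. coli* holoenzyme (0.35 nM Pol III, 1 nM beta, 154 nM SSB, 2 nM primase) was preincubated with compound for 15 min at RT. Synthesis on 1.4 nM ssM13Gori ran 35 min, then was stopped with PicoGreen/EDTA and read as dsDNA fluorescence.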
HADH2 inhib: blocks human hydroxyacyl-CoA dehydrogenase type II | recombinant HADH2, NADH fluorescence, beta-hydroxybutyryl-CoA | Potency, µM (doses to about 57.1 µM), without a hit: at the top dose activity change, negative = inhibition, most hits filed as inhibitors | 73,000 compounds, 3.4% hits | Q99714; also: potency is read from the fitted curve at half-maximal effect; % is scaled to controls: 0 for no effect and ±100 for the full control effect; nearly all actives have a fitted effect of over 60% in size; many of its hits are not listed in these tables
Target sequence (Q99714 whole entry, looked up, one chain of several): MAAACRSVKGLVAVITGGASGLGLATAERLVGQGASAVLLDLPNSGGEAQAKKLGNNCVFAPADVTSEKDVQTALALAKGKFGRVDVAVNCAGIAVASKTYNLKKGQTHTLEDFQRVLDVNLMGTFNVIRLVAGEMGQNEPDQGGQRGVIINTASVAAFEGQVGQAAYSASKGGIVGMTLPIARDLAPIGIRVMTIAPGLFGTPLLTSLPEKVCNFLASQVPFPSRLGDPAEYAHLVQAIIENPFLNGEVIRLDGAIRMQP
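Activity measured as NADH fluorescence gain (360/450 nm), taken as the change between first and last reads of a 4-min kinetic run. Conditions: pH 9.0 Tris buffer, 20 nM E. coli-expressed His-tagged enzyme, 1 mM NAD+, 90 uM beta-hydroxybutyryl-CoA; 15-min compound preincubation.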
HBB splice mod: hemoglobin beta splicing modulation. HBB splicing reporter cell assay, activation; EGFP reporter with mutant IVS2-654 intron; response scale: normalised to 500 nM splice-correcting PNA. 65,000 compounds, 0.06% hits. Potency, µM (highest dose often 46.1 µM), for the others: at the top dose activation, usual class: activators. AID 925; also: potency is read from the fitted curve at half-maximal effect; 0% is about no effect
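HeLa cells stably expressing EGFP interrupted by mutant beta-globin intron 2 (IVS2-654), 500/well in 2% FCS. Treated with compound for 2 days at 37C. Splicing correction scored as total well GFP intensity (488 nm excitation, 500-520 nm emission); 500 nM antisense PNA served as control.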
Tau filament bind: tau filament binding | P10636 | recombinant tau filaments, thioflavin S fluorescence, 15 h; filaments grown with octadecylsulfate alongside compound | Potency, µM (series often up to 57.1 µM), for inactives: top-dose activity change, negative = inhibition | 71,000 compounds, 2% hits;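 also: potency is read from the fitted curve at half-maximal effect; % is scaled to controls: 0 for no effect and ±100 for the full control effect; actives lower thioflavin S fluorescence by blocking filaments or displacing dye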
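Thioflavine S fluorescence (ex 450, em 510 nm) reports filaments formed from 1 uM human tau plus 30 uM ODS over 15 h at 37 C (10 mM HEPES pH 7.4, 100 mM NaCl, 5 mM DTT); compounds displacing dye or blocking filaments lower signal.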
CRE-bla Fsk: alters forskolin-stimulated CRE reporter signaling in CHO cells; 71,000 compounds, 2.5% hits; CHO CRE-bla reporter (cAMP response element driving beta-lactamase), forskolin EC10, beta-lactamase ratio; Potency, µM (series often up to 38.2 µM), for the others: at the top dose activity change, negative = inhibition, usual class: activators; active = well fitted activation curve with a large enough effect in the signal ratio, with a control signal flat, not every such curve was filed as active; inconclusive = small, poorly fitted or top-dose-only effect, or effect the other way, or a change in a side signal; the % refers to the signal ratio; also: potency is read from the fitted curve at half-maximal effect; % of control where 0% means no effect
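CRE-bla CHO reporter cells treated with compound titration plus EC10 NKH 477 (water-soluble forskolin), incubated 3 h at 37 °C; CCF4 loading 2 h at room temperature, 460/530 nm emission ratio read, AC50 values derived for positive or negative modulators.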
ALOX15 inhib: inhibitors of human 15-lipoxygenase (ALOX15); 74,000 compounds, 1.4% hits; purified 15hLO-1, xylenol orange hydroperoxide absorbance; Potency, µM (titrated, usually from 57.1 µM), for inactives: at the top dose activity change, negative = inhibition, usual class: inhibitors; P16050; also: potency is read from the fitted curve at half-maximal effect; % is scaled to controls: 0 for no effect and ±100 for the full control effect; nearly all actives have a fitted effect of over 55% in size
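Quantitative HTS in 25 mM Hepes pH 7.5 containing 0.01% Triton X-100: human 15hLO-1 at 40 nM, arachidonic acid at 50 uM, 6 min turnover. Product quantified via ferrous oxidation/xylenol orange, 573:405 nm absorbance ratio.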
Hsp90 Hop PPI: changes Hsp90-Hop TPR2A binding signal, up or down; AlphaScreen TPR2A-His6 binding biotin-Hsp90 C-terminal peptide; Potency, µM (series often up to 57 µM), inactives show top-dose activity change, negative = inhibition; 71,000 compounds, 0.44% hits; active = well fitted curve in either direction with a large enough effect; inconclusive = small, poorly fitted or top-dose-only effect, or another doubt; also: potency is read from the fitted curve at half-maximal effect; % is scaled to controls: 0 for no effect and ±100 for the full control effect; many of its hits are not listed in these tables
Ub-GFP proteasome: ubiquitin-GFP accumulation via proteasome inhibition; Ubiquitin-GFP reporter cells, proteasome inhibition, GFP fluorescence; response scale: untreated = 0%, 10 µM MG-132 = 100%; Potency, µM (doses to about 45.9 µM), without a hit: top-dose activation (GFP accumulation), hits mostly activators; 67,000 tested, under 10 active; AID 526; active = well fitted activation curve with a large enough effect, not every such curve was filed as active; inconclusive = small, poorly fitted or top-dose-only effect, or another doubt; inactive = no such curve, though single readings can be large or run the other way; also: potency is read from the fitted curve at half-maximal effect
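U2OS cells stably expressing ubiquitin(G76V)-GFP, seeded overnight in 0.5% FBS medium, were exposed to compounds (qHTS, 46 uM to 2.9 nM) for 4 hr at 37 °C. GFP-positive cells were counted by laser cytometry (488 ex/515 em), normalized between basal and 10 uM MG-132.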
Active calls of the source: *; ? = inconclusive; . = no result given; & = joins results of further samples; [ ] = another dose, or the depositor's remark. Unless noted, calls follow the shape of the dose curve; as a rule, active = well fitted curve in the direction sought with a large enough effect; inconclusive = small, poorly fitted or top-dose-only effect, or another doubt; inactive = no such curve, though single readings can be large; an effect the other way counts as inactive or inconclusive.

SMILES | FLuc inh | Epigenetic mod | ERK AVP inh | DNA Pol III inh | HADH2 inhib | HBB splice mod | Tau filament bind | CRE-bla Fsk | ALOX15 inhib | Hsp90 Hop PPI | Ub-GFP proteasome
O=C(NCC1CCCO1)c1cccc(Br)c1 (centres undefined) | 4% | 0% | -9% | -1% | 0% | -1.0% | -1% | -8% | 2% | -1% | 2%
COc1ccc(N2CCN(C(=O)c3ccc(-n4nc(C)cc4C)cc3)CC2)cc1 | 5% | 3% | ? | -9% | -7% | 5.5% | -6% | 5% | -3% | -4% | -3%
COc1cccc(-c2noc(CCC(=O)Nc3cccnc3)n2)c1 | -11% | 0% | -14% | -3% | 7% | 1.0% | 5% | 4% | 0% | -3% | 0%
COc1ccc(OC)c(S(=O)(=O)N2C(C)CCCC2C)c1 (centres undefined) | 2% | 0% | -29% | -5% | 2% | -2.0% | -9% | ? | 1% | -9% | -4%
Cc1cc(C)n(CCOc2ccc(Cl)cc2Cl)n1 | 1% | -4% | -17% | -6% | -1% | . | 10% | ? | 12% | 9% | -7%
COC(=O)c1ccccc1NC(=O)CN1CCC(n2nnc3cc(C)ccc32)CC1 | 1% | -1% | -10% | -3% | -2% | -0.1%[57.5 µM] | 0% | 2% | 0% | -1% | -1%
CCOC(=O)N1CCN(C(=O)C2c3cc(OC)c(OC)cc3C(=O)N3CCc4ccccc4C23)CC1 (centres undefined) | -2% | 0% | 14% | 1% | 9% | 0.3% | 7% | 20% | 4% | 4% | -7%
CCc1cccc(NC(=O)CCc2nc(-c3cccs3)no2)c1 | -3% | 0% | 25µM* | 0% | 2% | 0.3% | -8% | 4% | -12% | 14% | -5%
Cc1ccc(S(=O)(=O)C(C#N)c2nc3ccccc3nc2N2CC(C)OC(C)C2)cc1C (centres undefined) | 2% | 0% | -6% | -6% | -11% | 3.7%[1.84 µM] | -1% | 4µM* | -16% | -7% | 2%
COc1cccc(C2CC(c3ccccc3Cl)n3ncnc3N2)c1 (centres undefined) | -1% | 1% | -16% | -4% | 12% | -1.3% | 0% | ? | 28% | -10% | 6%
CN1CCN(c2nc3nonc3nc2N2CCN(C)CC2)CC1 | 1% | 0% | -5% | -2% | -10% | . | 2% | 1% | ? | -2% | 3%
c1ccc(-c2noc(C3CCCCC3)n2)nc1 | ? | 2% | ? | -4% | 0% | . | 1% | 8% | -14% | 0% | -4%
COc1cc(C2=NOC(C(=O)N3CCN(c4ccc(F)cc4)CC3)C2)cc(OC)c1OC (centres undefined) | 0% | -4% | 7% | -1% | 1% | -1.5% | 12% | 0.63µM* | 5% | -7% | 0%
CCCCSc1nc(C)c(CC(=O)OC)c(=O)[nH]1 | -3% | -1% | 10% | -6% | 20% | -0.1%[57.5 µM] | 3% | -2% | 9% | -1% | 2%
CN(Cc1ccco1)C(=O)C1CCC(=O)N1Cc1ccc(F)cc1 (centres undefined) | -2% | 0% | 12% | -2% | 1% | 0.0% | 5% | -2% | 13% | -1% | 6%
COc1cccc(-c2nnc(NC(=O)c3ccc(S(=O)(=O)N4CC(C)OC(C)C4)cc3)o2)c1 (centres undefined) | 0% | -2% | -1% | -3% | -11% | -4.9% | -10% | 1% | 8% | -12% | -10%
Cn1c(=O)c2c(nc(CN3CCN(c4ccccc4)CC3)n2CCc2ccccc2)n(C)c1=O | -2% | 2% | 6% | 3% | 7% | 2.4%[1.84 µM] | 23% | 21% | 12% | -3% | 3%
CCOc1cc(C(=O)Nc2cc(C)on2)cc(OCC)c1OCC | -1% | 3% | -26% | 1% | 2% | -1.4% | -7% | 5% | 2% | 0% | 4%
CCOC(=O)CN1C(=O)C(=O)c2cccc(C)c21 | 1% | . | 16% | -2% | ? | -0.2% | -8% | -7% | 2% | -5%[2.3 µM] | 6%
COc1ccc([C@@H]2CC(=O)c3c(O)cc(O)cc3O2)cc1O | 1%[11.4 µM] | -5%[9.22 µM] | -2% | 10% | ? | -0.6%[20.6 µM] | -18% | -15% | 0%&-5%[25.6 µM] | -6% | 5%
Cc1ccc(-c2nnc(SCC(=O)N3CCN(c4ccccc4)CC3)o2)cc1 | -1% | -1% | -18% | 0% | 18% | . | -8% | 0% | -9% | 4% | -3%
Cc1c(N=Cc2nc3ccccc3n2C)c(=O)n(-c2ccccc2)n1C | 4µM* | -3% | -15% | -10% | -6% | -0.3% | 5% | 23% | 11% | -7% | 0%
COc1ccc(CNC(=O)C2C3C=CC4(CN(Cc5cccnc5)C(=O)C24)O3)cc1 (centres undefined) | 3% | 2% | 17% | -1% | 1% | -1.7% | 17% | 9% | 5% | 1% | 1%
COc1cccc(C2CC(C(F)(F)F)n3ncc(C(=O)NCC4CCCO4)c3N2)c1 (centres undefined) | 1% | 0% | -13% | -1% | -2% | -0.2%[57.5 µM] | 0% | -4% | 7% | 0% | 7%

Whole records from above. Order of values: FLuc inh	Epigenetic mod	ERK AVP inh	DNA Pol III inh	HADH2 inhib	HBB splice mod	Tau filament bind	CRE-bla Fsk	ALOX15 inhib	Hsp90 Hop PPI	Ub-GFP proteasome
`CN(Cc1ccco1)C(=O)C1CCC(=O)N1Cc1ccc(F)cc1` (centres undefined) in the list: -2%	0%	12%	-2%	1%	0.0%	5%	-2%	13%	-1%	6%
`Cc1ccc(-c2nnc(SCC(=O)N3CCN(c4ccccc4)CC3)o2)cc1` in the list: -1%	-1%	-18%	0%	18%	.	-8%	0%	-9%	4%	-3%

(more compounds)
SMILES | FLuc inh | Epigenetic mod | ERK AVP inh | DNA Pol III inh | HADH2 inhib | HBB splice mod | Tau filament bind | CRE-bla Fsk | ALOX15 inhib | Hsp90 Hop PPI | Ub-GFP proteasome
COc1ccccc1-n1c(SCC(=O)N2CCCCC2)nc2cccnc21 | 2% | -2% | ? | 0% | -3% | 0.0%[57.5 µM] | 8% | 6% | 2% | -3% | -2%
Cc1ccc2oc(=O)cc(CN3CCC(C)CC3)c2c1 | 3% | 6% | 2% | -5% | 8% | 1.2%[57.5 µM] | -17% | 28% | -4% | -1% | 3%
O=C(C1CCN(Cc2cc(Cl)ccc2O)CC1)N1CCN(Cc2ccccc2)CC1 | -1% | -1% | ? | ? | -2% | -0.1%[57.5 µM] | -10% | -8% | ? | -5% | -3%
O=c1cc(-c2ccccc2Cl)c2c([nH]1)CCC2 | -1% | . | ? | -8% | -16% | -0.1% | -26% | -6% | ? | -3%[2.3 µM] | 6%
CC1(C)S[C@@H]2[C@H](NC(=O)Cc3ccccc3)C(=O)N2[C@H]1C(=O)O | 1%&-4%[25.5 µM] | 19%&2%[20.6 µM] | 14%[25.7 µM] | -10%[25.6 µM] | 0%[25.6 µM] | 0.3%[20.6 µM] | 4%[25.6 µM] | -1%[17.1 µM] | 10%[25.6 µM] | 0%[26 µM] | 20%[20.5 µM]
CCCCNC(=O)C1C2C=CC3(CN(Cc4ccccc4Cl)C(=O)C13)O2 (centres undefined) | 1% | 2% | -13% | -7% | 10% | -0.9% | -3% | -7% | -18% | -7% | 3%
CCc1cc2c(=O)[nH]cnc2s1 | -2% | 0% | 3% | -4% | 5% | . | -7% | 7% | 7% | 1% | 4%
CCCn1c(=NC(=O)c2ccco2)c(C(=O)OCC)cc2c(=O)n3ccccc3nc21 | -1% | 0% | -26% | 0% | 25µM* | 3.5% | -25% | 7.9µM* | -9% | -2% | 2%
O=C(CN1CCN(Cc2ccc3c(c2)OCO3)CC1)N1CCc2[nH]c3ccc(F)cc3c2C1 | 5% | 0% | -15% | 4% | -3% | -0.2%[1.84 µM] | 36% | 22% | -11% | -11% | 0%
CCN(CC(=O)Nc1ccccc1OC)C(=O)C1CC2C=CC1C2 (centres undefined) | 2% | 0% | -8% | -2% | -1% | -0.2%[57.5 µM] | 4% | -2% | 6% | 0% | -3%
O=C1OCCC1Sc1nc2ccccc2n1-c1ccccc1 (centres undefined) | 1% | 1% | 16µM* | -4% | 1% | 1.0% | -20% | 23% | -1% | -3% | 1%

These rows are one share of the data; count on the stated rates, not on these rows.
